Screening results: PubChem, Southern Research Specialized Biocontainment Screening Center
PhoP GFP inhibition – PhoP regulon inhibitors, Salmonella typhi PhoP promoter GFP reporter, confirmatory (AID 1850) | Salmonella Typhi PhoP-promoter GFP reporter, fluorescence, 4 h; higher % means a stronger effect | inhibition, % at 50 µM, or IC50 in µM where a hit was titrated | 310,000 tested, 0.33% active; in the data active means a potency from the dose series; inconclusive means inhibition mostly from about 25% at the one dose, without a potency; inactive means the rest, 99 in 100 with inhibition below about 19%;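 further: 0% = induced wells with vehicle and 100% = uninduced wells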
inhibitors of VEEV – inhibitors of VEEV TC-83 cytopathic effect, confirmation, Vero cells (AID 588727). Vero cells, VEEV TC-83 cytopathic effect inhibition; higher % means a stronger effect. one-dose inhibition, % at 20 µM; IC50 in µM for titrated hits. 350,000 tested, 0.13% active; in the data active means a potency from the dose series; inconclusive means inhibition mostly from about 14% at the one dose, without a potency; inactive means the rest, 99 in 100 with inhibition below about 12%; further: strong numbers were not always called active
tuberculosis growth – growth inhibition of non-replicating M. tuberculosis (AID 488890) | 320,000 tested, 0.39% active | one-dose inhibition, % at 25 µM; IC50 in µM for titrated hits | Mycobacterium tuberculosis non-replicating, growth inhibition; higher % means a stronger effect; in the data active means a potency from the dose series; inconclusive means inhibition mostly from about 82% at the one dose, without a potency; inactive means the rest, 99 in 100 with inhibition below about 76%;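 further: plate controls were DMSO cells for no effect and high antibiotic wells for full effect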
influenza NS1A – NS1A inhibition, H1N1 influenza, cell based functional assay (AID 504329). 340,000 tested, 0.3% active. inhibition, % at 12.5 µM, or IC50 in µM where a hit was titrated. NS1A functional cell-based assay, percent inhibition; higher % means a stronger effect; in the data active means a potency from the dose series; inconclusive means inhibition above about 27% without an active follow-up result; further: strong numbers were not always called active
M. tuberculosis HTS – M. tuberculosis growth inhibition, HTS (AID 449762); M. tuberculosis H37Rv growth inhibition, 7H9 media; higher % means a stronger effect; one-dose inhibition, % at 25 µM; IC50 in µM for titrated hits; 330,000 tested, 0.59% active; in the data active means a potency from the dose series; inconclusive means inhibition above about 70% without an active follow-up result;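 further: bacterial growth assessed after seven days of incubation; strong numbers were not always called active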
Starred values were filed as active, the others as inactive; i = inactive; ? = inconclusive; / = not tested or not shown; & = joins results of further samples.

Codes – A = PhoP GFP inhibition; B = inhibitors of VEEV; C = tuberculosis growth; D = influenza NS1A; E = M. tuberculosis HTS
canonical_smiles: CCOc1cc(C2C(C(=O)c3ccco3)=C(O)C(=O)N2Cc2ccccc2)ccc1O (stereo not given)
  A: -5%	B: 1.4%	C: 13%	D: 1%	E: 0%
canonical_smiles: CCOc1ccc(Oc2ccc(Cl)cc2N)cc1
  A: -5%	B: 4.8%	C: 54%	D: -8%	E: -3%
canonical_smiles: COC(=O)C1=C(N)Oc2cc(C)n(Cc3ccccc3)c(=O)c2C1c1ccccc1 (stereo not given)
  A: -3%	B: 1.2%	C: 5%	D: 6%	E: -1%
canonical_smiles: Cc1ccccc1-c1nnc(CN2CCN(C(=O)c3ccco3)CC2)o1
  A: -13%	B: 1.6%	C: -15%	D: -8%	E: 6%
canonical_smiles: O=C(c1ccc(-n2ccnc2)cc1)N1CCCC(CO)(Cc2cccc(Cl)c2)C1 (stereo not given)
  A: -8%	B: 1.2%	C: 27%	D: -3%	E: -8%
canonical_smiles: O=C(Cn1cncn1)NCc1cc(F)ccc1F
  A: 7%	B: i	C: -4%	D: -11%	E: -3%
canonical_smiles: Cc1cc(C)c(S(=O)(=O)N(C2=NCCS2)S(=O)(=O)c2c(C)cc(C)cc2C)c(C)c1
  A: -7%	B: 0.8%	C: 38%	D: -3%	E: 0%
canonical_smiles: N#Cc1c(-c2cccc(Br)c2)cc(-c2cccnc2)nc1N
  A: -9%	B: i	C: -1%	D: -1%	E: 10%
canonical_smiles: N#Cc1c(/N=C/c2ccco2)sc2c1CCC2
  A: 2%	B: 1.6%	C: 0%	D: 5%	E: -6%
canonical_smiles: CN(C)c1nc2c(c(=O)[nH]c(=O)n2C)n1CCOc1ccccc1
  A: -8%	B: 0.4%	C: -6%	D: -2%	E: 4%
canonical_smiles: O=C(Cc1cccs1)Nc1nnc(CCc2ccccc2)s1
  A: -2%	B: 4.5%	C: 32%	D: 8%	E: 3%
canonical_smiles: O=c1nc(/C=C/c2ccc(-c3ccc(F)cc3)o2)cc(C(F)(F)F)[nH]1
  A: -63%	B: /	C: ?	D: /	E: ?
canonical_smiles: O=C(Cn1nnc(-c2ccccc2)n1)N1CCN(c2ccc(F)cc2)CC1
  A: -14%	B: 0.8%	C: -11%	D: 11%	E: 5%
canonical_smiles: COc1ccc(OC)c(NC(=O)NNC(=O)COc2ccc([N+](=O)[O-])cc2)c1
  A: -3%	B: 1.7%	C: -3%	D: -11%	E: 0%
canonical_smiles: O=C(CSc1ncc(-c2ccc(F)cc2)[nH]1)Nc1cccc(O)c1
  A: 9%	B: 3.4%	C: 19%	D: 1%	E: 32%
canonical_smiles: CCOC(=O)c1sc(NC(NC(=O)c2ccco2)(C(=O)OC)C(F)(F)F)nc1C (stereo not given)
  A: 14%	B: i	C: 1%	D: 7%	E: 7%
canonical_smiles: CCOC(=O)CC1ON(C)C(=O)N1c1ccc([N+](=O)[O-])cc1 (stereo not given)
  A: 8%	B: 0.3%	C: 18%	D: -2%	E: 11%
canonical_smiles: Cn1ccnc1SCc1cc(=O)[nH]c2ccccc12
  A: 12%	B: 0.5%	C: 26%	D: 1%	E: 3%
canonical_smiles: COc1ccc(-c2coc3cc(O)cc(O)c3c2=O)cc1
  A: 3%&-15%	B: 8.2%	C: 16%	D: 3%	E: 10%
canonical_smiles: CCCCN1Cc2cc(C(=O)c3cc(F)ccc3O)cnc2NC1=O
  A: 1%	B: 7.0%	C: 22%	D: 7%	E: 6%
canonical_smiles: CCc1cc2ccc(C)cc2nc1SCC(=O)N1CCN(C(=O)c2ccco2)CC1
  A: -10%	B: 4.2%	C: 32%	D: 4%	E: 14%
canonical_smiles: CCNC(=S)NCCN1CCOCC1
  A: 5%	B: 1.0%	C: -20%	D: -5%	E: -5%
canonical_smiles: Cc1ccccc1NC(=O)c1cc(S(=O)(=O)Nc2cccc(C(=O)O)c2)ccc1Cl
  A: 5%	B: 0.6%	C: -32%	D: -4%	E: 4%
canonical_smiles: OCCN1CCN(Cc2nc(-c3cccc(Cl)c3)no2)CC1
  A: -1%	B: i	C: -13%	D: -1%	E: 1%
canonical_smiles: CC1CCN(CCCNC(=O)Cn2ncc3c([nH]c4ccccc43)c2=O)CC1
  A: -3%	B: 2.1%	C: -1%	D: 4%	E: 2%
canonical_smiles: Cc1cccc(NC(=O)c2ccc(S(=O)(=O)NCc3cccnc3)cc2)c1
  A: -5%	B: 0.8%	C: -6%	D: -5%	E: 8%
canonical_smiles: Cc1ccc(CN(CC(=O)NCCc2ccccc2)C(=O)CCCC(=O)Nc2cc(C)on2)cc1
  A: -13%	B: i	C: 37%	D: -7%	E: 1%
canonical_smiles: O=C(CCSCc1cccc(Cl)c1)NCCc1ccc(Cl)cc1
  A: 10%	B: 0.9%	C: 79%	D: 2%	E: -8%
canonical_smiles: Cc1ccc(Cl)cc1N1CCN(S(=O)(=O)c2ccc3[nH]c(=O)c(=O)[nH]c3c2)CC1
  A: 0%	B: 3.4%	C: 4%	D: -4%	E: 6%
canonical_smiles: CC1(NC(=O)NCCCCCCNC(=O)NC2(C)CCS(=O)(=O)C2)CCS(=O)(=O)C1 (stereo not given)
  A: 29%	B: 1.0%	C: -12%	D: 0%	E: 21%
canonical_smiles: COc1ccc(C2NC(=O)CS2)cc1OC (stereo not given)
  A: -5%	B: 3.6%	C: -9%	D: -5%	E: -7%
canonical_smiles: CCc1nc(N)c(C#N)c(-c2ccccc2OC)c1C
  A: 4%	B: 0.5%	C: 18%	D: 1%	E: 2%
canonical_smiles: CCOc1ncccc1C(=O)Nc1nc(SC)ns1
  A: 9%	B: 11%	C: 12%	D: 6%	E: -2%
canonical_smiles: CCn1c(SCC(=O)c2ccccc2)nnc1-c1cccs1
  A: 1%	B: i	C: 34%	D: -17%	E: 4%
canonical_smiles: COc1ccc(-c2nc(S(=O)(=O)c3ccc(C)cc3)c(N3CCCC3)o2)cc1
  A: 6%	B: 0.9%	C: -6%	D: 1%	E: 6%
canonical_smiles: Cc1ccc(N=c2oc3cc(O)ccc3cc2C(N)=O)cc1
  A: 4%	B: 10%	C: 54%	D: 13%	E: 4%
canonical_smiles: COc1ccc(CCNC(=O)CN(c2cc(C)cc(C)c2)S(=O)(=O)c2c(C)noc2C)cc1OC
  A: -5%	B: i	C: 13%	D: -1%	E: 2%
canonical_smiles: O=C(CCNS(=O)(=O)c1cccc2nsnc12)Nc1ccc2c(c1)OCCO2
  A: 6%	B: 1.5%	C: 10%	D: 15%	E: 5%
canonical_smiles: Nc1nc(Nc2ccc(Cl)cc2)c(NC=O)c(=O)[nH]1
  A: 0%	B: 0.4%	C: -11%	D: /	E: 11%
canonical_smiles: CSc1nc(C)cc(OCCNS(=O)(=O)c2cc(C)ccc2C)n1
  A: 5%	B: 4.1%	C: 19%	D: 14%	E: -7%
canonical_smiles: Nc1cc(=O)[nH]c(SCC(=O)c2ccc(O)cc2O)n1
  A: -3%	B: 0.3%	C: 2%	D: -18%	E: 0%
canonical_smiles: Cc1cccc(N2CCN(C(=O)CN3C(=O)NC(C)(C)C3=O)CC2)c1C
  A: 4%	B: 1.5%	C: 25%	D: 12%	E: -2%
canonical_smiles: CCCn1c(NC(=O)C2CCN(C(=O)c3ccccc3C)CC2)nc2ccccc21
  A: -5%	B: 8.0%	C: 9%	D: 1%	E: 58%
canonical_smiles: Cc1n[nH]c(C)c1CCCOc1ccccc1
  A: -2%	B: 1.6%	C: 38%	D: -31%	E: 28%
canonical_smiles: O=C(CNC(=O)c1ccccc1)OCC(=O)N1c2ccccc2Sc2ccccc21
  A: -5%	B: i	C: 3%	D: -3%	E: 9%
canonical_smiles: CC1CCc2cc(F)cc3c(O)c(C(=O)NCc4ccco4)c(=O)n1c23 (stereo not given)
  A: /	B: 0.5%	C: /	D: -5%	E: /
canonical_smiles: COc1ccccc1NC(=O)Nc1ccccc1C(=O)NCCCN1CCOCC1
  A: 11%	B: 1.6%	C: -13%	D: -12%	E: 9%
canonical_smiles: COc1ccc(C2(CNC(=O)c3cccc([N+](=O)[O-])c3)CCOCC2)cc1OC
  A: -27%	B: 0.3%	C: -18%	D: 16%	E: -3%
canonical_smiles: Cc1ccc(C(=O)N2CC3(C)CN(C(=O)c4ccc(C)cc4)CC(C)(C2)C3=O)cc1
  A: -8%	B: 2.1%	C: -3%	D: 0%	E: -7%
canonical_smiles: COc1cccc(CN2CCC(n3nccc3NC(=O)CCOc3ccccc3)CC2)c1O
  A: -2%	B: i	C: 4%	D: 10%	E: -10%

Taken from above.
M. tuberculosis HTS result of CCNC(=S)NCCN1CCOCC1 = -5%
tuberculosis growth result of COC(=O)C1=C(N)Oc2cc(C)n(Cc3ccccc3)c(=O)c2C1c1ccccc1 (stereo not given) = 5%

Following part.
Codes – A = PhoP GFP inhibition; B = inhibitors of VEEV; C = tuberculosis growth; D = influenza NS1A; E = M. tuberculosis HTS
canonical_smiles: C[n+]1c(-c2ccccc2)cc(CCCCc2cc(-c3ccccc3)[n+](C)c(-c3ccccc3)c2)cc1-c1ccccc1
  A: -32%	B: i	C: ?	D: 17%	E: 17µM*
canonical_smiles: O=NC1=C(c2c(O)[nH]c3ccccc23)CCCC1
  A: 5%	B: 0.2%	C: 5%	D: -4%	E: -3%
canonical_smiles: O=C(NCC1CCCO1)c1cc([N+](=O)[O-])ccc1N1CCC(Cc2ccccc2)CC1 (stereo not given)
  A: /	B: 5.8%	C: 5%	D: 3%	E: 32%
canonical_smiles: COc1cccc(C2CC(c3cccs3)=NN2C(=O)CSC2=NCCS2)c1OC (stereo not given)
  A: -6%	B: 6.5%	C: 14%	D: 0%	E: -5%
canonical_smiles: COc1ccc(C(=O)C2CCN(CC(=O)Nc3ccc(C)cc3)CC2)cc1
  A: -1%	B: 1.0%	C: 63%	D: -6%	E: 9%
canonical_smiles: Cc1cc(C(=O)CN2C(=O)NC(CCS(C)(=O)=O)C2=O)c(C)n1C1CC1 (stereo not given)
  A: /	B: 2.0%	C: 44%	D: -6%	E: 3%
canonical_smiles: CC(NC(=O)COC(=O)COc1ccc(C(=O)c2ccccc2)cc1)c1ccccc1 (stereo not given)
  A: /	B: i	C: 58%	D: 5%	E: -2%
canonical_smiles: CN(C(=O)c1cccs1)c1ccc(OCC(=O)Nc2ccc(C(=O)O)cc2)cc1
  A: -7%	B: 0.1%	C: -4%	D: 1%	E: -4%
canonical_smiles: CC(=O)N1CCN(c2ccccc2NC(=O)c2cccs2)CC1
  A: -8%	B: 1.8%	C: 12%	D: 2%	E: 3%
canonical_smiles: Cc1cccnc1NC(=S)NC(=O)/C=C/c1ccco1
  A: 0%	B: 1.9%	C: 1%	D: 4%	E: -10%
canonical_smiles: CC(C)(O)c1[nH]c2cc(C(F)(F)F)ccc2c1C(C)(C)O
  A: -2%	B: i	C: 4%	D: -6%	E: 8%
canonical_smiles: CC(Sc1cccc2cccc(C(=O)O)c12)C(=O)O (stereo not given)
  A: 16%	B: 0.0%	C: 2%	D: -8%	E: -2%
canonical_smiles: Cc1cc(C(=O)CCC(=O)N2CCN(c3ccccc3)CC2)c(C)s1
  A: -1%	B: 0.4%	C: 34%	D: -12%	E: 17%
canonical_smiles: N#CC(C#N)=Cc1ccc(N2CCOCC2)cc1
  A: 3%	B: i	C: 11%	D: 1%	E: 4%
canonical_smiles: CCN(CC)S(=O)(=O)c1ccc2c(c1)c(=O)c(C(=O)N1CCN(c3ccccn3)CC1)cn2C
  A: -38%	B: 0.2%	C: -11%	D: -7%	E: 18%
canonical_smiles: Cc1cc(C(=O)N/N=C/c2ccc(O)c([N+](=O)[O-])c2)c(C)n1-c1ccc(F)cc1
  A: -3%	B: 0.0%	C: 80%	D: 3%	E: ?

Complete entries as entered above:
Results for `CC(C)(O)c1[nH]c2cc(C(F)(F)F)ccc2c1C(C)(C)O` → PhoP GFP inhibition: -2%; inhibitors of VEEV: i; tuberculosis growth: 4%; influenza NS1A: -6%; M. tuberculosis HTS: 8%
Results for `C[n+]1c(-c2ccccc2)cc(CCCCc2cc(-c3ccccc3)[n+](C)c(-c3ccccc3)c2)cc1-c1ccccc1` → PhoP GFP inhibition: -32%; inhibitors of VEEV: i; tuberculosis growth: ?; influenza NS1A: 17%; M. tuberculosis HTS: 17µM*

Some of the entries above in a different format.
| Structure | PhoP GFP inhibition | inhibitors of VEEV | tuberculosis growth | influenza NS1A | M. tuberculosis HTS |
| --- | --- | --- | --- | --- | --- |
| CC(C)(O)c1[nH]c2cc(C(F)(F)F)ccc2c1C(C)(C)O | -2% | i | 4% | -6% | 8% |
| CC(Sc1cccc2cccc(C(=O)O)c12)C(=O)O (stereo not given) | 16% | 0.0% | 2% | -8% | -2% |
